Screens as filed in PubChem BioAssay.
DENV2 CPE: DENV2-induced cell death inhibition; DENV2-infected cells, cytopathic effect rescue, plate reader; CPE inhibition, % at 9.99 µM; 350,000 tested, 1.7% active; AID 651640; in the data active means CPE inhibition above about 20%, passing the limit was not always enough; inconclusive means no clear call, values can overlap the other calls; tested in BHK-21 cells;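 further: 0% = median of neutral control wells and 100% = median of positive control wells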
miR-122 sensor: inhibitors of miR-122 in Huh7 cells; Huh7 miR-122 Renilla luciferase sensor, 48 h; neutral wells = 0, positive control = 100; activation (reporter increase), % at 12.5 µM; 340,000 tested, 0.3% active;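 active means mean replicate activation score at least 90 and every replicate individually at or above 90; inconclusive means only one of the two criteria met; inactive means neither criterion met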;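 further: higher luciferase means less miR-122 activity so hits act as miR-122 inhibitors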
ERp5 inh: ERp5 (human) disulfide isomerase inhibition; Q15084; inhibition, % at 9.99 µM; AID 651711; 350,000 tested, 0.05% active; ERp5 insulin aggregation, absorbance 650 nm, 90 min;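 active means mean replicate inhibition above about 25%, with every replicate also reaching it, limit read from the data, passing the limit was not always enough; inconclusive means only one of those two criteria met; inactive means neither criterion met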
F508del corr: CFTR F508del correction in bronchial cells. CFBE cells, YFP halide quenching; stimulated with forskolin plus potentiator P3; % fluorescence drop versus neutral controls. activity (quench increase), % at 7.58 µM. 350,000 tested, 0.36% active. AID 720511;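 active means mean added fluorescence quench of at least 8% versus neutral control, with both replicates also reaching 8%; inconclusive means only one of the mean or replicate conditions met; inactive means mean below 8% and not both replicates reaching 8%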;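 further: cells transiently co-express mutant CFTR-F508del with the halide-sensitive YFP; corrector assay measuring rescue of mutant channel to the surface after 24 h compound exposure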
Casp6 inh: inhibitors of human caspase-6. P55212. purified caspase-6, Z-VEID-R110 cleavage fluorescence. inhibition, % at 12.5 µM. 350,000 tested, 0.53% active. AID 686996;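 active means mean inhibition across replicates at least about 35%, with every replicate also reaching that limit, limit read from the data; inconclusive means only one of the two criteria met; inactive means neither criterion met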;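 further: 0% = median of neutral control wells and 100% = no fluorescence left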
SIRT5 inh: blocks human SIRT5 desuccinylation of peptide; AID 652115; Purified SirT5, succinyl-peptide AMC, trypsin-coupled fluorescence; Q9NXA8; 330,000 tested, 1.1% active; inhibition, % at 15 µM; in the data active means inhibition above about 15%; inconclusive means no clear call, values can overlap the other calls
ERAP1 inh: blocks human ERAP1 aminopeptidase activity; inhibition, % at 10.7 µM; 340,000 tested, 0.15% active; Q9NZ08; recombinant ERAP1, Leu-AMC fluorescence, 60 min;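 active means mean replicate inhibition of at least 30%, or all replicates individually reaching that 30% level; inactive means mean below 30% and not every replicate reaching it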;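 further: 0% = neutral control wells and 100% = L-leucinethiol positive control wells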
Target sequence (Q9NZ08 whole entry, looked up): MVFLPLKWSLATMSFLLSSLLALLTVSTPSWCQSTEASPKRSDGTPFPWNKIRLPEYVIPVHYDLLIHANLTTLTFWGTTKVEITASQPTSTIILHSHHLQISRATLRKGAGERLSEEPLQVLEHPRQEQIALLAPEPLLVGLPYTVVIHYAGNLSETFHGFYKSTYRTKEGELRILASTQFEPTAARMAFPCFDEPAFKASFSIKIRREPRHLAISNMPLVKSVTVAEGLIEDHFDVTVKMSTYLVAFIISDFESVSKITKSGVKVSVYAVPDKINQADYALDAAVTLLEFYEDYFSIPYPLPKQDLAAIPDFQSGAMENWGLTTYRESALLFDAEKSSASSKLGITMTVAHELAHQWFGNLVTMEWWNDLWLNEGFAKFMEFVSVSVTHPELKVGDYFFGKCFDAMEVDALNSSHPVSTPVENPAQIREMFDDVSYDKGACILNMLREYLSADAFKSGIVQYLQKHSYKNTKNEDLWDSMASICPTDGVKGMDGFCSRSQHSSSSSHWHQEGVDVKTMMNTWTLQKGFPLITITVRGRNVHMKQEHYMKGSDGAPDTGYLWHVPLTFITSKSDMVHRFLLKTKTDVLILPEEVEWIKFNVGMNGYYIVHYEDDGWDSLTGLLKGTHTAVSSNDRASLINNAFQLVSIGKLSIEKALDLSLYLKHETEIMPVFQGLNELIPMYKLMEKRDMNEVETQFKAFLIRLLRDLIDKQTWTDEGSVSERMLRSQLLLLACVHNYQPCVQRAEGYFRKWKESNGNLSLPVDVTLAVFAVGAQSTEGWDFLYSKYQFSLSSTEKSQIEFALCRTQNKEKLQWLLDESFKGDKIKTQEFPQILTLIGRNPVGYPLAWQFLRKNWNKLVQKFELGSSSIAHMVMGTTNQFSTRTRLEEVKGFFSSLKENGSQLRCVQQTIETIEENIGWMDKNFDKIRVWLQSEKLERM
* = called active by the depositor; ? = inconclusive; nt = no result given; [ ] = dose if it differs, or a comment. The order is random; overall some 4% were active at least once.

SMILES	DENV2 CPE	miR-122 sensor	ERp5 inh	F508del corr	Casp6 inh	SIRT5 inh	ERAP1 inh
Cc1cc(N2C(=O)[C@@H]3[C@H](C2=O)[C@@H]2C[C@H]3C(Br)C2Br)no1 (stereo partly drawn)	8	-12	4	-1.0	-4	-7	2
O=C(NC1CCCCC1)c1cc(-n2cnnc2)ccc1Cl	5	2	-12	-6.1	4	2	-3
COc1ccc2c(ccn2S(=O)(=O)c2ccccc2)c1	-4	5	6	-1.2	-4	-1	-2
Cc1ccc(S(=O)(=O)Nc2ccc3c(c2)C(=O)N([C@H](C)CO)C[C@H](C)[C@H](CN(C)Cc2ccc(C(=O)O)cc2)OCCCC[C@@H](C)O3)cc1	1	-5[16.7 µM]	7	1.2	-3	-3	1
Cc1cccc(NC(=O)c2ccc(S(=O)(=O)NCc3ccco3)cc2)n1	-5	nt	0	-5.7	-1	-3	-2
COc1ccc(S(=O)(=O)N2CCc3ccccc32)cc1C(=O)O	-2	nt	2	4.0	16	-4	-1
N#CCc1ccc(OCCCN2CCC(C(O)(c3ccccc3)c3ccccc3)CC2)cc1	-14	nt	5	0.4	-3	0	-1
CC(C)NC(=O)Nc1cccc2c1O[C@@H](CN(C)Cc1ccncc1)[C@@H](C)CN([C@H](C)CO)C2=O	5	4[16.7 µM]	0	-0.4	-3	1	-1
Cc1ccc(S(=O)(=O)N(C)C[C@H]2Oc3c(NS(=O)(=O)c4ccc(Cl)cc4)cccc3C(=O)N([C@@H](C)CO)C[C@H]2C)cc1	74*	2[16.7 µM]	-5	1.4	-2	3	1
NC(=O)N/N=C/c1cccc(OCc2ccc(F)cc2)c1	-7	nt	-1	3.2	-2	1	-1
CCCCCn1cnc2c(=S)nc(N)[nH]c21	4	nt	1	-1.2	-1	4	2
COc1cccc(NC(=O)CN(C)CC(=O)Nc2ccc3c(c2)OCO3)c1	-11	-5	1	-1.8	-1	nt	1
Cc1onc(-c2ccccc2)c1C(=O)N/N=C/c1ccc(Br)cc1	11	nt	4	5.1	-1	0	-2
CC(C)CN1CCCC(N2CCN(c3cccc(Cl)c3)CC2)C1 (stereo not drawn)	27*	2	-3	-0.3	-7	-2	0
CO[C@@H]1CN(C)C(=O)c2ccc(NC(=O)CC(F)(F)F)cc2OC[C@@H](C)N(C(=O)c2ccccc2F)C[C@@H]1C	0	nt	-2	-1.8	-3	nt	1
Cc1c(Cl)cccc1NC(=S)NCCc1ccc(S(N)(=O)=O)cc1	3	31	3	4.4	1	5	7
NNC(=O)c1cc(-c2ccccc2)sc1N	3	5	6	-0.8	5	-3	10
CC(=O)Oc1ccc(-c2ccc(C(=O)OCC(=O)N(C)CC(=O)Nc3ccccc3Cl)cc2)cc1	8	-11	7	-1.6	4	-1	0
CCC(=O)NCCc1nc2ccccc2n1CC(=O)c1ccccc1	76*	0	-8	2.5	-3	-4	-1
O=C(Nc1cccc(F)c1)N1CCCCN2[C@H](C1)[C@@H](c1ccc(C#CC3CC3)cc1)[C@@H]2CO	6	-1[16.7 µM]	-3	1.5	0	2	0
COc1ccc(S(=O)(=O)Nc2ccc3c(c2)C(=O)N([C@@H](C)CO)C[C@@H](C)[C@H](CN(C)CC2CCCCC2)OCCCC[C@@H](C)O3)cc1	4	-9[16.7 µM]	nt	-0.9	nt	nt	nt
C[C@@H]1CN([C@H](C)CO)C(=O)Cc2cc(NC(=O)CCN3CCOCC3)ccc2O[C@H]1CN(C)CC1CCCCC1	6	-3[16.7 µM]	2	0.0	-2	-14	0
COc1ccc(/C=C/c2nc(S(=O)(=O)c3ccccc3)c(N(C)C)o2)cc1	8	5	1	1.1	3	3	5
C[C@H]1CN([C@@H](C)CO)C(=O)c2cc(NS(C)(=O)=O)ccc2O[C@@H]1CN(C)S(=O)(=O)c1cccs1	nt	8[16.7 µM]	6	1.4	0	7	0
COc1ccc(-c2ccccc2[C@@H]2[C@H](C#N)N(C(=O)C3CCCC3)[C@H]2CO)cc1	-1	nt	-8	0.8	0	-3	7

At a glance, 12 of the compounds above.
SMILES	DENV2 CPE	miR-122 sensor	ERp5 inh	F508del corr	Casp6 inh	SIRT5 inh	ERAP1 inh
CC(C)CN1CCCC(N2CCN(c3cccc(Cl)c3)CC2)C1 (stereo not drawn)	27*	2	-3	-0.3	-7	-2	0
CO[C@@H]1CN(C)C(=O)c2ccc(NC(=O)CC(F)(F)F)cc2OC[C@@H](C)N(C(=O)c2ccccc2F)C[C@@H]1C	0	nt	-2	-1.8	-3	nt	1
Cc1c(Cl)cccc1NC(=S)NCCc1ccc(S(N)(=O)=O)cc1	3	31	3	4.4	1	5	7
NNC(=O)c1cc(-c2ccccc2)sc1N	3	5	6	-0.8	5	-3	10
CC(=O)Oc1ccc(-c2ccc(C(=O)OCC(=O)N(C)CC(=O)Nc3ccccc3Cl)cc2)cc1	8	-11	7	-1.6	4	-1	0
CCC(=O)NCCc1nc2ccccc2n1CC(=O)c1ccccc1	76*	0	-8	2.5	-3	-4	-1
O=C(Nc1cccc(F)c1)N1CCCCN2[C@H](C1)[C@@H](c1ccc(C#CC3CC3)cc1)[C@@H]2CO	6	-1[16.7 µM]	-3	1.5	0	2	0
COc1ccc(S(=O)(=O)Nc2ccc3c(c2)C(=O)N([C@@H](C)CO)C[C@@H](C)[C@H](CN(C)CC2CCCCC2)OCCCC[C@@H](C)O3)cc1	4	-9[16.7 µM]	nt	-0.9	nt	nt	nt
C[C@@H]1CN([C@H](C)CO)C(=O)Cc2cc(NC(=O)CCN3CCOCC3)ccc2O[C@H]1CN(C)CC1CCCCC1	6	-3[16.7 µM]	2	0.0	-2	-14	0
COc1ccc(/C=C/c2nc(S(=O)(=O)c3ccccc3)c(N(C)C)o2)cc1	8	5	1	1.1	3	3	5
C[C@H]1CN([C@@H](C)CO)C(=O)c2cc(NS(C)(=O)=O)ccc2O[C@@H]1CN(C)S(=O)(=O)c1cccs1	nt	8[16.7 µM]	6	1.4	0	7	0
COc1ccc(-c2ccccc2[C@@H]2[C@H](C#N)N(C(=O)C3CCCC3)[C@H]2CO)cc1	-1	nt	-8	0.8	0	-3	7

(list continues)
SMILES	DENV2 CPE	miR-122 sensor	ERp5 inh	F508del corr	Casp6 inh	SIRT5 inh	ERAP1 inh
O=c1cc(CO)occ1OCc1c(F)cccc1Cl	-4	1	9	-1.8	3	-1	0
NC(=O)COC(=O)c1ccccc1OCc1ccccc1Cl	nt	nt	6	-1.9	0	-6	nt
O=C1CNC[C@@H]2[C@@H](c3ccc(C4=CCCC4)cc3)[C@@H](CO)N12	-8	nt	-3	-5.8	1	-1	-1
CC(C)CC#Cc1ccc2c(c1)O[C@H](CN(C)C(=O)Nc1ccccc1F)[C@@H](C)CN([C@H](C)CO)S2(=O)=O	-16	77[16.7 µM]	-6	7.2	0	7	0
COc1cccc(NC(=S)Nc2ccc(F)cc2)c1	-6	5	3	0.6	-1	-5	4
Cc1ccc(-c2cnn3c(N4CCOCC4)cc(C)nc23)cc1	0	11	1	nt	0	-19	8
Cc1nnsc1C(=O)NNc1ccc(C(C)C)cc1	2	-2	1	0.0	0	-3	8
CCc1ccc(Nc2nnc(SCC(=O)NC(=O)CN3CCCC3=O)s2)cc1	-6	1	6	0.2	35	-3	3
O=C(/C=C/[C@H]1O[C@@H](n2ccc(=O)[nH]c2=O)[C@H](O)[C@@H]1O)NCCN1CCCC1	-3	3	0	-0.6	-10	0	0
CCCCc1ccc(NC(=S)NCCc2ccc(S(N)(=O)=O)cc2)cc1	0	4	1	4.1	7	-1	-4
O=C(NCc1ccc(F)cc1)[C@H]1[C@H](CO)[C@H]2Cn3c(cccc3=O)[C@@H]1N2Cc1cccnc1	5	-2[16.7 µM]	nt	-0.2	3	5	-2
CO[C@H]1CC[C@@H]2CCN(C)C(=O)[C@@H](C)N(C)C(=O)c3cccc(C#N)c3OC[C@H]1O2	8	nt	8	nt	3	-5	-2
Cc1cnc(C(=O)N2CCCC(N3CCN(c4ccccc4C)CC3)C2)cn1 (stereo not drawn)	2	0	2	-1.0	3	-1	-2
COc1cccc(C(=O)c2ccccc2NC(C)=O)c1	?	nt	3	-2.6	-3	nt	2
Cc1ccc(/C=N/NC(=O)Cn2nnc(N)n2)cc1	-2	nt	2	-1.0	0	nt	-3
COc1ccc(C)cc1NC(=O)c1cc(S(=O)(=O)N2CCC3(CC2)OCCO3)ccc1F	-6	6	-2	0.8	3	0	-5
CC(C)(C)OC(=O)N1CCCC(C(=O)Nc2ccc(C(=O)N3CCOCC3)cc2)C1 (stereo not drawn)	?	6	8	3.4	-5	-3	-4
O=C(O)CC(NC(=O)c1ccco1)c1ccco1 (stereo not drawn)	-6	-2	-2	1.8	12	-2	-3
Cc1cccc(C)c1N1C(=O)CC(N2CCSCC2)C1=O (stereo not drawn)	2	nt	7	-0.8	-3	1	nt
CCN(CC)c1ccc(C(=O)NNC(=O)C2CSC3(C)CCC(=O)N23)cc1 (stereo not drawn)	-3	-7	-1	-1.1	2	3	1
C[C@@H]1CN([C@@H](C)CO)C(=O)c2cc(NS(=O)(=O)c3ccc(Cl)cc3)ccc2O[C@H]1CN(C)S(=O)(=O)c1ccc(Cl)cc1	?	1[16.7 µM]	2	-1.5	1	4	2
Cc1ccc(-c2csc3ncnc(N4CCN(C(=O)c5ccco5)CC4)c23)cc1	12	3	3	-0.3	1	11	0
COc1ncnc2c1ncn2CCCN1CCN(c2ncccn2)CC1	-3	0	4	1.8	-2	-1	nt
COc1ccccc1OCCC(=O)OCC(=O)NCc1ccc(F)cc1	-2	4	5	-0.2	2	1	-2
Cc1ccccc1NC(=O)c1cc(S(=O)(=O)N2CCOCC2)cn1C	4	-2	-1	-2.9	-3	-1	2

Going on with the list:
SMILES	DENV2 CPE	miR-122 sensor	ERp5 inh	F508del corr	Casp6 inh	SIRT5 inh	ERAP1 inh
Cc1ccnc(OC(C(=O)O)C(OCc2ccccc2)(c2ccc(F)cc2)c2ccc(F)cc2)n1 (stereo not drawn)	4	-6	-2	1.0	2	1	1
CN(C)c1ccc2c(c1)[C@@H]1C[C@@H](CC(=O)NCCN3CCCCC3)O[C@H](CO)[C@@H]1O2	-3	-4[16.7 µM]	5	1.2	-1	7	-1
CC(C)NC(=O)Nc1ccc2c(c1)C(=O)N([C@H](C)CO)C[C@@H](C)[C@H](CN(C)C(=O)NC(C)C)O2	nt	-7[16.7 µM]	-4	1.3	4	-3	-5
Cc1cccn2c(CN[C@H]3CCCCNC3=O)c(C(=O)N3CCOCC3)nc12	8	-6	-1	0.3	-1	2	-5
CCS(=O)(=O)N1CCCCN2[C@H](CO)[C@H](c3ccc(C#Cc4ccccn4)cc3)[C@@H]2C1	-1	10[16.7 µM]	3	-1.2	-8	5	1
CC(C)C(NC(=O)c1cccs1)c1nnc(SCC(=O)Nc2nccs2)n1C (stereo not drawn)	-6	-8	0	-0.3	-1	0	0
S=C(NCc1cccnc1)Nc1ccc2c(c1)OCO2	-2	-1	-2	-2.9	0	-1	5
N#C[C@H]1[C@@H](c2ccc(C#Cc3ccccc3F)cc2)[C@@H](CO)N1C(=O)C1CCC1	4	nt	7	-0.5	2	4	0
O=C(NCc1ccccc1F)C1CCCN1C(=O)Nc1ccc(Cl)cc1 (stereo not drawn)	2	nt	-12	2.3	nt	-5	-4
COc1ccc(-c2ccc(C(C)=O)cc2)cc1[C@H]1[C@@H]2C=CCC[C@@]2(C)C(=O)N1Cc1ccccc1	-11	6	3	0.2	0	-2	2
Brc1ccc(NCc2nnc3n2CCCCC3)cc1	-4	5	-1	-1.6	1	3	11
Cc1ccc(S(=O)(=O)NC2(C(F)(F)F)NC(=O)N(CCc3ccccc3)C2=O)cc1 (stereo not drawn)	3	4	1	0.3	-3	1	0
COCC#Cc1ccc([C@H]2[C@H](CO)N3CCCCN(Cc4ccncc4)C[C@@H]23)cc1	3	3[16.7 µM]	1	3.1	1	1	0
NC(=O)COc1ccc(Nc2nnc(-c3ccc(O)cc3)c3ccccc23)cc1	2	-11	-2	0.5	4	-1	nt
CC1=C(C(=O)Nc2ccc(C(=O)N3CCN(c4cccc(Cl)c4)CC3)cc2)SCCO1	-7	nt	6	-0.2	8	-2	1
COc1ccccc1-c1ccc2c(c1)O[C@H](CN(C)S(=O)(=O)c1ccccc1)[C@@H](C)CN([C@@H](C)CO)S2(=O)=O	6	21[16.7 µM]	-4	-3.4	-3	20*	2
